# High-throughput results from PubChem.
# BRCT PPI red: disrupts BRCA1 BRCT binding to phosphoprotein, red fluorophore readout; P38398; BRCT-phosphopeptide binding, red fluorescence polarization; Potency, µM (doses to about 76.9 µM), for inactives: at the top dose activity change, negative = inhibition, usual class: inhibitors; 75,000 tested, 0.03% active; note: % is set by controls: 0 for no effect and ±100 for the full control effect
#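 Fluorescence polarization: 100 nM His-tagged BRCA1 BRCT with 100 nM TAMRA-labelled phospho-BACH1 decapeptide, phosphate buffer pH 7.3 with 150 mM NaCl, DTT, 0.01% Tween 20; 12 min RT. Binding inhibition seen as FP decrease.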
# Caspase-1 inhib: caspase-1 (human) inhibition, allosteric or competitive; Potency, µM (doses to about 57.5 µM), inactives show at the top dose activity change, negative = inhibition, actives largely listed as inhibitors; P29466; Caspase-1 enzyme, Ac-WEHD-AFC fluorogenic rate; 75,000 tested, 0.03% active; AID 900;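 note: potency is the fitted concentration of half-maximal effect; plate controls were vehicle for no effect and no substrate for full effect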
# Target sequence (P29466 120-297 limits assumed): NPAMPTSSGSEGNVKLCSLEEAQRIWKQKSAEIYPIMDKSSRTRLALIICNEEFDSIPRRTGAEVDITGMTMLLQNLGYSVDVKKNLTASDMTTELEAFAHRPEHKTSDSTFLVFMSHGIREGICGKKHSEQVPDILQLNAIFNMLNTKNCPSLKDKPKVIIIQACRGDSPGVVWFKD
# Target sequence (P29466 317-404 limits assumed): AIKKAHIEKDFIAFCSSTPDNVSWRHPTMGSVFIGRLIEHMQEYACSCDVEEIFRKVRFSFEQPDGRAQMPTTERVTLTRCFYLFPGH
# USP2a inhib: inhibitors of human ubiquitin-specific protease USP2a | Potency, µM (titrated, usually from 38.3 µM), inactives show top-dose activity change, negative = inhibition, actives largely listed as inhibitors | USP2a enzymatic assay, qHTS inhibition | 60,000 tested, 0.1% active;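 note: potency is the fitted concentration of half-maximal effect; nearly all actives have a fitted effect of over 60% in size; plate controls were DMSO for no effect and NEM full inhibition control for full effect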
#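 Coupled readout: USP2-cleaved Ub-PLA2 (20nM final) turns over NBD C6-HPC (20uM final), Ex 460nm/Em 535nm after 2.5 h, time-zero read flagging artifacts. Enzyme (20nM final, pH 8.0 Tris) given 30 min RT with compound first; NEM defines full inhibition.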
# Caspase-7 inhib: caspase-7 (human) inhibition, allosteric or competitive; recombinant caspase-7, Ac-DEVD-AFC fluorescence rate; P55210; AID 889; 75,000 tested, 0.02% active; Potency, µM (series often up to 57.5 µM), without a hit: at the highest dose activity change, negative = inhibition, hits mostly inhibitors; active = well fitted inhibition curve with a large enough effect in the main read-out, with a control signal flat, not every such curve was filed as active; inconclusive = small, poorly fitted or top-dose-only effect, or a change in a side signal; note: potency is the fitted concentration of half-maximal effect; % of control where 0% means no effect
# HADH2 inhib: HADH2 (human) dehydrogenase inhibition | Q99714 | recombinant HADH2, NADH fluorescence, beta-hydroxybutyryl-CoA | Potency, µM (series often up to 57.1 µM), inactives show at the top dose activity change, negative = inhibition, most hits filed as inhibitors | 73,000 tested, 3.4% active | AID 886; note: potency is the fitted concentration of half-maximal effect; % is set by controls: 0 for no effect and ±100 for the full control effect; nearly all actives have a fitted effect of over 60% in size; many of its hits are not listed in these tables
#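 His-tagged recombinant enzyme from E. coli, 20 nM, preincubated 15 min RT with compound; reaction started with 1 mM NAD+ and 90 uM beta-hydroxybutyryl-CoA in 100 mM Tris-HCl pH 9.0. NADH fluorescence (ex 360/em 450) read over 4 min; last-minus-first difference.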
# Pol III holo inh: inhibitors of bacterial DNA polymerase III holoenzyme; reconstituted DNA polymerase III holoenzyme replication, biochemical; Potency, µM (series often up to 57.1 µM), inactives show at the top dose activity change, negative = inhibition; 71,000 tested, 0.25% active; AID 603; note: potency is the fitted concentration of half-maximal effect; % is set by controls: 0 for no effect and ±100 for the full control effect
#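 Reconstituted *E. coli* holoenzyme (0.35 nM Pol III, 1 nM beta, 154 nM SSB, 2 nM primase) was preincubated with compound for 15 min at RT. Synthesis on 1.4 nM ssM13Gori ran 35 min, then was stopped with PicoGreen/EDTA and read as dsDNA fluorescence.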
# Tau filament bind: binds recombinant human tau filaments. recombinant tau filaments, thioflavin S fluorescence, 15 h; filaments grown with octadecylsulfate alongside compound. Potency, µM (series often up to 57.1 µM), without a hit: at the highest dose activity change, negative = inhibition. 71,000 tested, 2% active;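 note: potency is the fitted concentration of half-maximal effect; % is set by controls: 0 for no effect and ±100 for the full control effect; actives lower thioflavin S fluorescence by blocking filaments or displacing dye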
# Target sequence (P10636 whole entry, looked up): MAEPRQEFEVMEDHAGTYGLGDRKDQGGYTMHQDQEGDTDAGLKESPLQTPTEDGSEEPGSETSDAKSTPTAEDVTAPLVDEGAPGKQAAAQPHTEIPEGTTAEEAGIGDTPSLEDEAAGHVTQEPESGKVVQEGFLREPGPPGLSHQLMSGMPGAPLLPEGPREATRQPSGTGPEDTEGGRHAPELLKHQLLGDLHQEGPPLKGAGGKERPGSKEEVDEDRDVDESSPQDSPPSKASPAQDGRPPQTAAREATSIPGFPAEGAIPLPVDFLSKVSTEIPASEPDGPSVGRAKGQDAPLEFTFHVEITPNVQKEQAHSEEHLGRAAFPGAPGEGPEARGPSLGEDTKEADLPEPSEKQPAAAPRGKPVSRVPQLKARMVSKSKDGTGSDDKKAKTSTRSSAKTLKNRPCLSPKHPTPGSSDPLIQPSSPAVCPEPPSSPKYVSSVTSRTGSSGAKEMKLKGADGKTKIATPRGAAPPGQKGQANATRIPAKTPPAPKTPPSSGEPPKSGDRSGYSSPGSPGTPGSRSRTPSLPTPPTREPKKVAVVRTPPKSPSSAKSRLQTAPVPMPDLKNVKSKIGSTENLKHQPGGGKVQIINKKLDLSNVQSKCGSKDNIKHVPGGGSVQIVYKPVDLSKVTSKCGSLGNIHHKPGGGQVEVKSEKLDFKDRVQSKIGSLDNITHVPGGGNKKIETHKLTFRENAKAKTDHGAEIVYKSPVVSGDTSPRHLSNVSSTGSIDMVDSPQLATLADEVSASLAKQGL
#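 Thioflavine S fluorescence (ex 450, em 510 nm) reports filaments formed from 1 uM human tau plus 30 uM ODS over 15 h at 37 C (10 mM HEPES pH 7.4, 100 mM NaCl, 5 mM DTT); compounds displacing dye or blocking filaments lower signal.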
# BRCT inh green: inhibitors of human BRCA1 BRCT-phosphoprotein interaction (green fluorophore) | P38398 | BRCA1 BRCT-phosphopeptide binding, green fluorescence polarization | Potency, µM (doses to about 76.9 µM), inactives show at the highest dose activity change, negative = inhibition, usual class: inhibitors | 75,000 tested, 0.05% active | AID 875;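 note: potency is the fitted concentration of half-maximal effect; plate controls were peptide without protein for full effect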
#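 Fluorescence polarization: His-tagged BRCT (~35 kDa BRCA1 C-terminus, 250 nM) bound to 100 nM fluorescein-labeled phosphorylated 10-aa BACH1 peptide, pH 7.3 phosphate buffer with DTT and Tween 20. Compounds incubated 12 min at room temperature; inhibition read as lowered polarization.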
# 15-hLO inh: inhibitors of human 15-lipoxygenase (ALOX15) | Potency, µM (top dose mostly 57.1 µM), for inactives: top-dose activity change, negative = inhibition, usual class: inhibitors | P16050 | 74,000 tested, 1.4% active | purified 15hLO-1, xylenol orange hydroperoxide absorbance; note: potency is the fitted concentration of half-maximal effect; % is set by controls: 0 for no effect and ±100 for the full control effect; nearly all actives have a fitted effect of over 55% in size
#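 Purified human 15hLO-1 (40 nM final) in 25 mM Hepes pH 7.5, 0.01% Triton X-100 was preincubated with compound 15 min at room temperature, then reacted 6 min with 50 uM arachidonic acid; hydroperoxide detected by Fe-XO, 573/405 nm absorbance ratio.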
# Rhodamine autofl: compound autofluorescence in rhodamine spectral region; Rhodamine-region fluorescence, 547/598 nm, Tris buffer; active compounds read high; max dye-equivalent concentration, M; 59,000 tested, 0.05% active; AID 594; in the data active = max dye-equivalent concentration above about 11 nM; inconclusive = between about 1.1 nM and that limit
#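 Compound fluorescence in 100 mM Tris, pH 8.0, read after 15 min at room temperature with 547 nm excitation and 598 nm emission. Output is dye-equivalent concentration from an on-plate rhodamine standard series.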
# HEK293 cAMP cs: parental HEK293 cAMP activation (counter-screen); parental HEK293 CNG cAMP sensor, membrane potential fluorescence; Potency, µM (doses to about 57.1 µM), inactives show at the top dose activation, usual class: activators; 73,000 tested, 2.5% active; AID 938; note: potency is the fitted concentration of half-maximal effect; % of control where 0% means no effect; nearly all actives have a fitted effect of over 55% in size
#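 Counterscreen for endogenous-receptor signalling: CNG-channel HEK 293 cells report cAMP rise by membrane depolarization. After 60 min dye equilibration with 100 uM RO 20-1724, compounds incubated 30 min before bottom-read fluorescence at 590 nm.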
# An asterisk follows results filed as active; i = inactive; u = inconclusive; x = not tested or not shown; & = joins results of further samples; [ ] = remark or other dose. Unless noted, calls come from the whole dose curve; as a rule, active = well fitted curve in the direction sought with a large enough effect; inconclusive = small, poorly fitted or top-dose-only effect, or another doubt; inactive = no such curve, though single readings can be large; an effect the other way counts as inactive or inconclusive.
SMILES,BRCT PPI red,Caspase-1 inhib,USP2a inhib,Caspase-7 inhib,HADH2 inhib,Pol III holo inh,Tau filament bind,BRCT inh green,15-hLO inh,Rhodamine autofl,HEK293 cAMP cs
CC(=O)Oc1ccc2occ(C(=O)c3cccs3)c2c1,-0.5%,-1%,-5%,1%,-5%,-1%,-5%,-0.4%,-2%,x,25µM*
Cc1ccnn2c(-c3ccccc3)c3c(=O)n(C)c(=O)n(C)c3c12,-2.3%,-3%,-5%,-1%,1%,2%,6%,2.1%,4%,i,5%
O=C(CSc1nnc(CNC(=O)c2c(F)cccc2Cl)o1)c1ccccc1,-1.1%,2%,-1%,-1%,-5%,1%,-4%,-2.3%,3%,i,-19%
COc1ccc(-n2c(Cc3cccn3C)nnc2SCC(=O)Nc2ccc(C)cc2)cc1,1.3%,-14%,x,-6%,-27%,11%,14%,-2.3%,u,x,-1%
O=C(Nc1cccc(F)c1)N1CCCC2(CCN(C(=O)c3cccc(F)c3)CC2)C1,-1.4%,-3%,23%,-1%,3%,-9%,-11%,-0.7%,8%,i,u
COCC(=O)N1CCC[C@@]2(CCN(c3ccccn3)C2)C1,-1.0%,-4%,1%,-2%,-18%,-7%,11%,1.4%,0%,i,4%
c1nc(NC2CCCCCC2)c2[nH]cnc2n1,0.9%,2%,x,-1%,u,2%,52%,-1.3%,8%,x,-2%
CC(C)(C)[C@@]1(O)CCN2C[C@@H]3c4ccccc4CCc4cccc(c43)[C@@H]2C1,1.5%&0.8%,5%&-1%,22%&20%,1%&1%,11%&-12%,-6%&-6%,-3%&-6%,0.9%&-1.9%,-14%&-18%,i,27%
CCOC(=O)COc1ccc(C(=O)c2ccccc2)c(O)c1,-2.8%,-2%,x,0%,-3%,-1%,-7%,-1.1%,-5%,i,12%
Cc1sc2nc(CN(C(=O)c3cccs3)C3CCCC3)[nH]c(=O)c2c1C,-0.2%,-1%,24%,-7%,6%,0%,42%,1.8%,-5%,i,u
COc1cc(CN2CCSCC2)cc(OC)c1OC,-0.5%,-2%,x,1%,-2%,x,x,-0.6%,-11%,x,6%
COc1ccc(NC(=O)N(Cc2ccc(C)cc2)Cc2ccccn2)c(OC)c1,0.9%,-1%,x,-2%,3%,11%,45%,-1.0%,4%,x,u
CC(=O)Nc1ccc(NC(=O)CCC(=O)NCCO)cc1,2.0%,-1%,2%[7.66 µM],0%,-4%[11.4 µM],-12%[11.4 µM],0%[11.4 µM],0.9%,6%[11.4 µM],x,-1%[11.4 µM]
CC(C)CC(c1nnnn1C(C)(C)C)N1CCN(C2CCCC2)CC1 (stereo not drawn),-0.1%,-1%,0%,0%,-6%,-5%,6%,-1.6%,0%,i,13µM*
O=C1c2ccccc2C(=O)N1CC1c2ccccc2CCN1S(=O)(=O)c1cnc[nH]1 (stereo not drawn),-2.7%,-1%,17%,1%,-4%,-3%,-24%,-1.5%,-5%,i,1%
CC(C)N(C=O)C1(C(=O)NC2CCCCC2)CCCCC1,-2.0%,1%,-7%,-1%,-10%,-6%,23%,-2.3%,5%,i,3%
CCN1C(=O)N(CC)C(O)(c2ccccc2)C1(O)c1ccccc1 (stereo not drawn),0.6%,-1%,9%,0%,10%,-4%,-9%,0.4%,2%,x,2%
CSc1nc(NCC(C)C)nc(N2CCOCC2)n1,1.5%,2%,2%,0%,14%,-7%,0%,1.4%,-8%,i,9%
CCN1C(=O)c2cccc3c(S(=O)(=O)Nc4ccccc4OC)ccc1c23,-0.4%,u,25%,-9%,3%,-3%,20µM*,5.4%,-19%,i,u
CCC1(C)OC(=O)N2CCc3c(C)[nH]c4c(C)ccc(c34)C21C (stereo not drawn),-0.8%,-3%,x,-2%,-13%,4%,-15%,-1.6%,-12%,x,8%

# Part of the list above in another layout:
SMILES | BRCT PPI red | Caspase-1 inhib | USP2a inhib | Caspase-7 inhib | HADH2 inhib | Pol III holo inh | Tau filament bind | BRCT inh green | 15-hLO inh | Rhodamine autofl | HEK293 cAMP cs
COc1ccc(NC(=O)N(Cc2ccc(C)cc2)Cc2ccccn2)c(OC)c1 | 0.9% | -1% | x | -2% | 3% | 11% | 45% | -1.0% | 4% | x | u
CC(=O)Nc1ccc(NC(=O)CCC(=O)NCCO)cc1 | 2.0% | -1% | 2%[7.66 µM] | 0% | -4%[11.4 µM] | -12%[11.4 µM] | 0%[11.4 µM] | 0.9% | 6%[11.4 µM] | x | -1%[11.4 µM]
CC(C)CC(c1nnnn1C(C)(C)C)N1CCN(C2CCCC2)CC1 (stereo not drawn) | -0.1% | -1% | 0% | 0% | -6% | -5% | 6% | -1.6% | 0% | i | 13µM*
O=C1c2ccccc2C(=O)N1CC1c2ccccc2CCN1S(=O)(=O)c1cnc[nH]1 (stereo not drawn) | -2.7% | -1% | 17% | 1% | -4% | -3% | -24% | -1.5% | -5% | i | 1%
CC(C)N(C=O)C1(C(=O)NC2CCCCC2)CCCCC1 | -2.0% | 1% | -7% | -1% | -10% | -6% | 23% | -2.3% | 5% | i | 3%
CCN1C(=O)N(CC)C(O)(c2ccccc2)C1(O)c1ccccc1 (stereo not drawn) | 0.6% | -1% | 9% | 0% | 10% | -4% | -9% | 0.4% | 2% | x | 2%

# The main list resumes with the 2 entries that preceded the break.
SMILES,BRCT PPI red,Caspase-1 inhib,USP2a inhib,Caspase-7 inhib,HADH2 inhib,Pol III holo inh,Tau filament bind,BRCT inh green,15-hLO inh,Rhodamine autofl,HEK293 cAMP cs
CCN1C(=O)c2cccc3c(S(=O)(=O)Nc4ccccc4OC)ccc1c23,-0.4%,u,25%,-9%,3%,-3%,20µM*,5.4%,-19%,i,u
CCC1(C)OC(=O)N2CCc3c(C)[nH]c4c(C)ccc(c34)C21C (stereo not drawn),-0.8%,-3%,x,-2%,-13%,4%,-15%,-1.6%,-12%,x,8%
C=C1C(=O)OC2C[C@@]3(C)CCCC(=C)[C@@H]3CC12 (stereo partly drawn),0.8%,1%,x,0%,x,x,x,-0.8%,5%[25.6 µM],x,x
CC1(C)CC(=O)C=C(NC2CC(C)(C)NC(C)(C)C2)C1,-0.1%,-1%,-4%,-1%,12%,-2%,4%,-3.9%,-15%,x,u
OCC1OC(n2cnc3c(Cl)nc(Cl)nc32)C(O)C1O (stereo not drawn),0.6%,1%,-2%,-1%,x,x,x,1.1%,-4%,x,x
COc1ccc(C(=O)Nc2ccccc2NC(=O)c2ccco2)cc1OC,-1.1%,0%,26%,-1%,-2%,-4%,-17%,-0.6%,-3%,i,21%
O=C(COC(=O)c1cccs1)NCc1ccccc1,1.2%,0%,0%,-1%,17%,-2%,2%,-0.2%,1%,i,-3%
O=C1c2cccnc2C(Nc2ccc(S(=O)(=O)N3CCCCC3)cc2)N1Cc1ccccc1 (stereo not drawn),-1.2%,1%,29%,-1%,-21%,-4%,13%,-2.6%,-12%,i,4%
CC(=O)N1CCc2cc(S(=O)(=O)NCCC(=O)NCCc3ccccc3)ccc21,-0.6%,-1%,5%,-1%,6%,-8%,-8%,-2.3%,-1%,i,-6%
Cn1c(Cn2nnc3ccccc32)nnc1SCC(=O)NCc1ccc2c(c1)OCO2,0.5%,-3%,x,1%,0%,3%,-8%,-3.0%,10%,i,8%
CC(=O)c1cccc(NC(=O)c2cnn3ccccc23)c1,-3.4%,1%,x,0%,1%,-2%,4%,0.6%,-7%,x,11%
Cc1ccccc1Cn1cc(/C=N/n2cnnc2)c2ccccc21,-0.5%,-4%,12%[7.66 µM],-6%,-14%[11.4 µM],-4%[11.4 µM],78%[11.4 µM],1.5%,7%[11.4 µM],x,u
Cc1ccc2c(c1)NCC(C(=O)NCc1ccccc1)O2 (stereo not drawn),1.1%,-2%,x,-3%,6%,-6%,-23%,1.0%,1%,x,2%
COc1ccc2[nH]cc(CCNc3nc(-c4cccc(C#N)c4)nc4ccccc34)c2c1,-0.9%,-8%,-106%,-7%,28%,4%,u,-1.9%,4%,i,-20%

# This is a subset; rates above refer to the full screens.
